S3 lipid droplet = qHTS Assay for Lipid Storage Modulators in Drosophila S3 Cells. lipid storage change, negative = inhibition, % at the top dose, mostly 46.1 µM; hits show Potency in µM. 320,000 tested, 0.64% active. Drosophila S3 cells, BODIPY lipid droplet fluorescence, 18-24 h; cells fed with added oleic acid; active = well fitted inhibition curve with a large enough effect in the signal ratio, with a control signal flat, not every such curve was filed as active; inconclusive = small, poorly fitted or top-dose-only effect, or effect the other way, or a change in a side signal; the % refers to the signal ratio
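Drosophila S3 cells loaded with oleic acid (400 uM, as added) and compounds at several concentrations; lipid droplets imaged by 488-nm laser-scanning cytometry, 500–530 nm intensity and object ratio to cell channel. Percent activity normalized to 20 uM Triacsin C.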
S3 lipid droplet cell count max = also measured in S3 lipid droplet; calls as there; cell number change, %; measured here: cell count max response;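 cells counted by Cell Tracker Red CMTPX staining in the red channel; peak over a dose series mostly up to 46.1 µM; percent activity relative to internal control wells on each plate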
An asterisk follows results filed as active; i = inactive; ? = inconclusive; · = no result given; [ ] = another dose, or the depositor's remark. % is scaled to controls: 0 for no effect and ±100 for the full control effect; potency is read from the fitted curve at half-maximal effect.

SMILES	S3 lipid droplet	S3 lipid droplet cell count max
Cc1cc(C)cc(NC(=O)Cn2nnc(C(=O)NCc3ccccc3Cl)c2N)c1	i	·
CCCC(C)NC(=O)CSc1nnc2ccccn12 (stereo unspecified)	?	·
Cn1nc(C(=O)N2CCN(c3ccc(F)cc3)CC2)c2c1-c1ccccc1S(=O)(=O)C2	?	·
Cc1sc2nc(CN3CCOCC3)nc(N3CCC(C(N)=O)CC3)c2c1C	9%	3
O=[N+]([O-])c1ccc(/C=N\NS(=O)(=O)c2ccc(F)cc2)o1	?	·
CNC(=O)NC(=O)Cn1nc2n(c1=O)-c1ccccc1SC2	0%	13
O=C(NC1CCCCC1)c1nn2c(C(F)(F)F)cc(-c3ccco3)nc2c1Br	?	·
CCOCCCn1c(=NC(=O)c2cccs2)c(C#N)cc2c(=O)n3cccc(C)c3nc21	?	·
O=CN1CCN(CC(O)Cn2c3ccccc3c3ccccc32)CC1 (stereo unspecified)	?	·
Cc1cc(NC(=O)COc2ccc(Cl)cc2Cl)n(-c2ccccc2)n1	?	·
CCOC(=O)Nc1nc(C)c(C(=O)N(C)C)s1	i	·
CCOC(=O)Cc1csc(NC(=O)COc2cc(C)cc(C)c2)n1	14%	24
CC(=O)c1ccc(N2CCN(C(=O)c3cc4c(C)nc5ccccc5c4o3)CC2)cc1	?	·
Cc1c(OCc2ccc(C(=O)O)cc2)ccc2c(-c3ccccc3)cc(=O)oc12	?	·
Cc1ccc(S(=O)(=O)NCc2ccc(C(=O)NCc3cccnc3)cc2)cc1	?	·
Cc1ccccc1CSCc1nc2ccccc2[nH]1	-3%	-1
Cc1cnc(NC(=O)COc2cccc3c2OC(C)(C)C3)s1	-2%	4
Cc1nn(CCCC(=O)Nc2nccs2)c(C)c1[N+](=O)[O-]	0%	10
Cc1nc2sc(C(c3ccccc3)N3CCN(CCO)CC3)c(O)n2n1 (stereo unspecified)	-8%	-10
COc1ccccc1-c1noc(CSc2nc(N)cc(=O)[nH]2)n1	8%	-1
Cc1ccc(C(C)(C)C)c(OCCN2CCCC2)c1	-19%	-10
CC(=O)C1=C(O)C(=O)N(c2cccc(C(=O)O)c2)C1c1ccc(F)cc1 (stereo unspecified)	-4%	-2
O=C(c1cc2ccccc2cc1O)N1CCN(c2ccccn2)CC1	i	8
COc1ccc2c(c1OC)C[N+]1([O-])CCc3cc4c(cc3C1C2)OCO4 (stereo unspecified)	?	·
CC(=O)N1CCOc2ccc(S(=O)(=O)NCC3CCC(C(=O)NCCC(C)C)CC3)cc21 (stereo unspecified)	i	-2
COc1ccc(Br)cc1C1CC(=O)N2CN(C)CSC2=C1C#N (stereo unspecified)	10%[9.22 µM]	20
Cc1ccc(S(=O)(=O)NC(C)(C)CN2CCc3ccccc3C2)cc1	?	·
COCCCNC(=O)CNC(=S)N(Cc1ccccc1F)C1CCCCC1	-7%	-1
O=C(c1ccc(N2CCCC2=O)cc1)N1CCOCC1	7%	-23
CCc1ccc(C(=O)NN(C(=O)c2ccc(CC)cc2)C(C)(C)C)cc1	4%	7

A second format for part of the listing above:
Below each compound: S3 lipid droplet | S3 lipid droplet cell count max
Cc1cc(NC(=O)COc2ccc(Cl)cc2Cl)n(-c2ccccc2)n1
    ? | ·
CCOC(=O)Nc1nc(C)c(C(=O)N(C)C)s1
    i | ·
CCOC(=O)Cc1csc(NC(=O)COc2cc(C)cc(C)c2)n1
    14% | 24
CC(=O)c1ccc(N2CCN(C(=O)c3cc4c(C)nc5ccccc5c4o3)CC2)cc1
    ? | ·
Cc1c(OCc2ccc(C(=O)O)cc2)ccc2c(-c3ccccc3)cc(=O)oc12
    ? | ·
Cc1ccc(S(=O)(=O)NCc2ccc(C(=O)NCc3cccnc3)cc2)cc1
    ? | ·
Cc1ccccc1CSCc1nc2ccccc2[nH]1
    -3% | -1
Cc1cnc(NC(=O)COc2cccc3c2OC(C)(C)C3)s1
    -2% | 4
Cc1nn(CCCC(=O)Nc2nccs2)c(C)c1[N+](=O)[O-]
    0% | 10
Cc1nc2sc(C(c3ccccc3)N3CCN(CCO)CC3)c(O)n2n1 (stereo unspecified)
    -8% | -10
COc1ccccc1-c1noc(CSc2nc(N)cc(=O)[nH]2)n1
    8% | -1
Cc1ccc(C(C)(C)C)c(OCCN2CCCC2)c1
    -19% | -10
CC(=O)C1=C(O)C(=O)N(c2cccc(C(=O)O)c2)C1c1ccc(F)cc1 (stereo unspecified)
    -4% | -2
O=C(c1cc2ccccc2cc1O)N1CCN(c2ccccn2)CC1
    i | 8
COc1ccc2c(c1OC)C[N+]1([O-])CCc3cc4c(cc3C1C2)OCO4 (stereo unspecified)
    ? | ·
CC(=O)N1CCOc2ccc(S(=O)(=O)NCC3CCC(C(=O)NCCC(C)C)CC3)cc21 (stereo unspecified)
    i | -2
COc1ccc(Br)cc1C1CC(=O)N2CN(C)CSC2=C1C#N (stereo unspecified)
    10%[9.22 µM] | 20
Cc1ccc(S(=O)(=O)NC(C)(C)CN2CCc3ccccc3C2)cc1
    ? | ·
COCCCNC(=O)CNC(=S)N(Cc1ccccc1F)C1CCCCC1
    -7% | -1
O=C(c1ccc(N2CCCC2=O)cc1)N1CCOCC1
    7% | -23

Remaining list, next part
SMILES	S3 lipid droplet	S3 lipid droplet cell count max
CCN1CCN(Cc2ccc(NC(=O)c3ccc(C)c(NC(=O)c4ccno4)c3)cc2C(F)(F)F)CC1	8%	9
O=C(Nc1ccc(F)cc1)C1CCN(C(=O)NCc2ccccc2)CC1	?	·
O=C1N(c2ccc(Cl)cc2)C(c2ccc(Cl)cc2)N2CCCN12 (stereo unspecified)	-9%	1
Cc1ccc(C(=O)N(Cc2nc3ccccc3c(=O)[nH]2)C2CCCC2)cc1	-6%	19
O=C(Nn1c(SCc2cccc([N+](=O)[O-])c2)nc2ccccc2c1=O)c1ccccc1	?	·
CC(NC(=O)c1ccncc1)c1ccccc1 (stereo unspecified)	?	·
COc1ccccc1NC(=O)CN1CCC(C(=O)c2ccc(F)cc2)CC1	-2%	18
Cc1cc(C(=O)COC(=O)CN(C)S(=O)(=O)c2ccc(Cl)cc2)c(C)n1Cc1cccs1	i	·
COc1ccc(CNC(=O)CN(c2ccccc2)S(=O)(=O)N(C)C)cc1	-1%	-1
CCN(CC(=O)NCc1ccc(Cl)cc1)C(=O)CSc1ccc(Br)cc1	-12%	·
O=C(CCC(=O)N1CCOCC1)c1ccc(F)cc1	?	·
O=C(NCCCCc1ccccc1)C1CC(c2ccccc2[N+](=O)[O-])=NO1 (stereo unspecified)	-9%	0
COc1ccc(Cl)cc1NC(=O)N1CCN(C2CCCCC2)CC1	i	·
CC(CCN1CCN=C1N(C)C)c1ccccc1 (stereo unspecified)	?	·
CC(C)CNC(=O)CC(=O)N/N=C/c1cccs1	-8%	-13
COc1ccc(OC)c(C(c2nnnn2CC2CCCO2)N2CCN(C)CC2)c1 (stereo unspecified)	i	-4
O=c1cc(CO)oc(CN2CCN(CCO)CC2)c1O	i	3
CC(C)NC(=O)c1ccc(Sc2ccccc2)c([N+](=O)[O-])c1	?	·
CC[C@H](C)C(C(=O)N1CCN(C(=O)OC(C)(C)C)CC1)n1cc(C(CO)NC(=O)OC(C)(C)C)nn1 (stereo partly specified)	?	·
COCc1c(C(=O)N/N=C(/C)c2ccc(OCc3ccccc3)cc2)nnn1-c1nonc1N	?	·
C(=C\c1nnc(-c2cccs2)o1)/c1ccccc1	20%	3
COc1ccccc1CNC(=O)C(=O)NCC1OCCN1S(=O)(=O)c1ccc2c(c1)OCCO2 (stereo unspecified)	18%	19
Cc1ccc(NC(=O)CNC(=O)c2cccs2)nc1	7%	·
O=C(COc1ccccc1)N(CCc1ccccc1)c1nc(-c2ccc(F)cc2)cs1	?	·
COc1ccc(-c2cc([C@H]3[C@H]4C=CC[C@@H](C)[C@@H]4C(=O)N3Cc3ccccc3)ccc2F)cc1OC	6%	2
CN1CCN(NC(=O)c2cn(-c3ccccc3)nc2-c2ccc(OC(F)F)cc2)CC1	?	·
CC(NC(=O)C1CCC(C(=O)NC(C)c2ccccc2)CC1)c1ccccc1 (stereo unspecified)	?	·
COc1ccc(NC(=S)NC(=O)C2CCC2)cc1	16%	-6
CCOC(=O)c1c(NC(=O)C2C3CCC(O3)C2C(=O)O)sc(C)c1-c1ccc(C)cc1 (stereo unspecified)	-6%	2
Cc1ccc(-n2c(C)cc(/C=N/NC(=O)c3ccncc3)c2C)c(C)c1	18µM*	-27*

Retrieved one by one from the list above (2):
SMILES	S3 lipid droplet	S3 lipid droplet cell count max
Cc1ccc(S(=O)(=O)NCc2ccc(C(=O)NCc3cccnc3)cc2)cc1	?	·
Cc1cc(C)cc(NC(=O)Cn2nnc(C(=O)NCc3ccccc3Cl)c2N)c1	i	·

Further results.
SMILES	S3 lipid droplet	S3 lipid droplet cell count max
COC(=O)c1c(-c2ccccc2)csc1NC(=O)CSc1ncnc2sc(C)c(C)c12	6%	-1
CC1=C(C(=O)OCC2CCCO2)C(c2ccc(Cl)cc2)NC(=O)N1 (stereo unspecified)	?	·
COc1cc(-c2nc(CN3CCCN(C(=O)c4ccco4)CC3)c(C)o2)ccc1F	-8%	-9
CS(=O)(=O)N(CC(=O)Nc1ccc(F)cc1F)C1CCCCC1	?	·
OC(CNC1CCCC1)COc1c(F)cc(Br)cc1F (stereo unspecified)	?	·
CCN(CC(=O)Nc1ccc(OC)cc1)C(=O)CSCc1ccc(C)cc1	?	·
Cc1cnc(NC(=O)CC2OC(=O)c3ccccc32)s1 (stereo unspecified)	?	·
CCCC(=O)N1CCN(c2ccc(NC(=O)C(C)(C)C)cc2)CC1	-16%	-9
O=[N+]([O-])c1cc(S(=O)(=O)c2ccc(N3CCCCC3)c([N+](=O)[O-])c2)ccc1N1CCCCC1	?	·
O=C(O)c1ccc2c(c1)C(=O)N(NC(=O)c1ccccc1)C2=O	0%	3
CC1=C(C(=O)Nc2ccccc2C(F)(F)F)C(c2ccc(C)s2)NC(=S)N1 (stereo unspecified)	?	·
Cc1cc(N2CCCCC2)nc2ccc(NC(=O)CCC(=O)NCCC(C)C)cc12	?	·
CCOc1cc(/C=C2/N=C(c3ccc(C(C)(C)C)cc3)OC2=O)cc(Cl)c1OS(C)(=O)=O	?	·
CC(=O)Oc1cccc(C(=O)Nc2cccc(C(=O)Nc3ccccc3C(=O)O)c2)c1	?	·
CCN(CC)C(=O)c1sc2nc(-c3ccncc3)[nH]c(=O)c2c1C	-1%	6
C=CCn1c(SC/C=C/c2ccccc2)nnc1-c1sc(N)nc1C	?	·
COC(=O)c1c(NC(=O)CC2SC(N)=NC2=O)sc2c1CCC(C(C)(C)C)C2 (stereo unspecified)	?	·
COc1cc2c(cc1OC)C(COc1ccccc1OC)N(C(=O)c1ccco1)CC2 (stereo unspecified)	-26%	1
COCCCn1cnc2c(c1=O)c1nc3ccccc3nc1n2-c1ccc(C)cc1	?	·
CCOC(=O)C1CCN(C(=O)CCc2ccc(S(=O)(=O)NC(C)C)cc2)CC1	10%	-2
Cc1ccc(S(=O)(=O)NCc2ccccc2)cc1C(=O)NCC1CCCO1 (stereo unspecified)	19%[0.0737 µM]	-23
CC1=NN(c2cccc(F)c2)C(=O)/C1=C/c1ccc(N(C)C)cc1	?	·
O=C(/C=C/Nc1ccccc1Oc1ccccc1)c1ccco1	?	·
Cc1ccc(NC(=O)CSc2nc3sc(C)cc3c(=O)n2C)cc1	?	·
CCN(CC)CCSc1nc(O)c(-c2ccccc2)c(=O)[nH]1	8%	5
CCOc1ccc(C(=O)n2cc(C(=O)OC)c3ccccc32)cc1	?	·
C/C(=N\OCC(=O)N/N=C/c1ccccc1)c1cccs1	?	·
CCCN(CCC)S(=O)(=O)c1ccc(C(=O)N2CCN(C)CC2)cc1	i	-19
COc1ccc(N2CCN(S(=O)(=O)CCNC(=O)C3CC3)CC2)cc1	?	·
COC(=O)CSc1nc(N)c(C#N)c(-c2ccc(O)cc2)c1C#N	-1%	12
COc1ccc(CCC(=O)NNC(=S)Nc2cccc(C(C)=O)c2)cc1	?	·
Cc1cc(C)cc(OCC(=O)OCCN2C(=O)c3ccccc3C2=O)c1	2%	2
COc1ccc(/C=C2\CCCC3C2=NC(=S)NC3c2ccc(OC)cc2)cc1 (stereo unspecified)	?	·
Cc1ccc(N2CCN(C(=O)c3ccccc3NC(=O)C3CC=CCC3C(=O)O)CC2)cc1 (stereo unspecified)	-5%	4
COc1ccc(-c2cc(-c3ccc(OC)c(OC)c3)n[nH]2)c(O)c1	?	·
Cc1cc(C)c2nc(-c3ccccn3)cc(C(=O)Nc3ccc(S(=O)(=O)Nc4cc(C)on4)cc3)c2c1	2%	0
O=C(NCCSc1c(-c2ccccc2)[nH]c2ccccc12)c1cc2ccccc2oc1=O	28%	11
CCOc1ccc(C)cc1S(=O)(=O)n1ccnc1	?	·
C=CCN(C(=O)CCC(=O)O)C1CC(=O)N(c2ccc(OCCC)cc2)C1=O (stereo unspecified)	-29%	-21
Cc1c(O)ccc2c3c(c(=O)oc12)CCC(C)C3 (stereo unspecified)	?	·
Cn1c(=O)[nH]c(=O)c2c1nc(Br)n2Cc1ccccc1Cl	?	·
CC(=O)OC(C)(C)C1Cc2cc3ccc(=O)oc3cc2O1 (stereo unspecified)	?	·
CS(=O)(=O)c1ccc(Cl)c(NC(=O)COC(=O)c2ncc(Cl)c(Cl)c2Cl)c1	-8%	-16
C=CCn1c(SCc2nc3ccccc3[nH]2)nnc1-c1cccc(OC)c1	i	14
O=C(N/N=C/c1ccncc1)c1cccc([N+](=O)[O-])c1	?	·
Cc1ccc(CNS(=O)(=O)c2ccc(C(C)(C)C)cc2)n1C	i	2
COc1cc(CCNc2ccc3nnc(-c4ccccc4)n3n2)cc(OC)c1OC	?	·
CN(c1ccc(OCC(=O)N2CCOCC2)cc1)S(=O)(=O)c1ccc(Cl)cc1	?	·
CS(=O)(=O)c1ccc(C(=O)Nc2nc(-c3ccco3)c(-c3ccco3)s2)cc1	i	-15

This is a subset, so the mix of outcomes need not match the whole.
